# Assay outcomes: PubChem BioAssay, National Center for Advancing Translational Sciences (NCATS)
# KDM5B inhibitor = KDM5B demethylase inhibition | hit rate 2.6% among 220,000 | KDM5B demethylase, FDH-coupled NADH fluorescence (FDH is formaldehyde dehydrogenase) | Q9UGL1 | Potency, µM (top dose mostly 57.7 µM), without a hit: top-dose activity change, negative = inhibition, actives largely listed as inhibitors | AID 1347165; active means well fitted inhibition curve with a large enough effect; inconclusive means small, poorly fitted or top-dose-only effect; inactive means no such curve, though single readings can be large or run the other way; further: 0% is about no effect; nearly all actives have a fitted effect of over 70% in size
#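 Here, H3K4me3 peptide (12.5 µM in substrate mix) is demethylated by KDM5BΔAP, 200 nM final, after 10 min compound exposure. Formaldehyde product is coupled through FDH (0.25 U/mL in mix) to NADH fluorescence; 30-min ΔRFU feeds dose-response curves.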
# Numbers without * were called inactive; ? = inconclusive; & = joins results of further samples; [ ] = dose if it differs, or a comment. Potency means the concentration at half of the fitted maximal effect.
SMILES,KDM5B inhibitor
COc1ccc(CNC(=O)Cn2c(=O)c3c(C)cc(C)nc3n(-c3ccccc3OC)c2=O)cc1,-1%
O=S(=O)(c1ccc(F)cc1)N1CCC(Oc2ccc(-c3noc(C4CC4)n3)cc2)C1 (stereo not given),1%
CCCC(=O)N1CCN(c2nc(C)c3c(c2C#N)CCCC3)CC1,?
COc1cccc(N2CC(NC(=O)c3cc(Cl)ccc3OC)CC2=O)c1 (stereo not given),-7%&-13%
Cc1ccc2c(c1)C(O)(c1c(C)[nH]c3ccccc13)C(=O)N2 (stereo not given),-10%
NC(=O)C1CCN(CC2(O)CCCN(CCCc3ccccc3)C2=O)CC1 (stereo not given),-9%
CCCC1C(=O)Nc2ccccc2N1C(=O)c1ccc(C(C)(C)C)cc1 (stereo not given),3%
Cc1ccc(NC(=O)Cn2cnc3c(oc4ccccc43)c2=O)cc1,-6%
CCSc1n[nH]c2nc3c(c(=O)n12)C(C)(CC)Cc1ccccc1-3 (stereo not given),?
O=C1NCCN2CC3(CCN(C(=O)NCCc4ccccc4)CC3)CC12 (stereo not given),?
O=C(NC1CCCC1)c1ccc2c(c1)n(Cc1cccc(F)c1)c(=O)c1ccnn12,?
N#Cc1ccccc1NC(=O)c1cnc2ccccc2n1,4%

# Arranged by the number under KDM5B inhibitor (largest number first): some entries from above
SMILES,KDM5B inhibitor
N#Cc1ccccc1NC(=O)c1cnc2ccccc2n1,4%
O=S(=O)(c1ccc(F)cc1)N1CCC(Oc2ccc(-c3noc(C4CC4)n3)cc2)C1 (stereo not given),1%
COc1ccc(CNC(=O)Cn2c(=O)c3c(C)cc(C)nc3n(-c3ccccc3OC)c2=O)cc1,-1%

# Continued.
SMILES,KDM5B inhibitor
CCOc1ccc(/C=C/c2nc(C#N)c(NC(C)c3ccccc3)o2)cc1 (stereo not given),62%[activator]
Cc1cc(CS(=O)(=O)Cc2ccc(Cl)c(Cl)c2)on1,10%
Cc1nc(Oc2ccc(F)cc2Cl)c2oc3ccccc3c2n1,-9%
Cc1ccc(C)c(N2CC(c3nc4ccccc4[nH]3)CC2=O)c1 (stereo not given),-13%
CC(=O)NC1CCN(Cc2cn(-c3ccccc3F)nc2-c2cc(C)sc2C)C1 (stereo not given),-19%
COc1cccc(CNC(=O)Cn2c(-c3ccccc3)nc(C)cc2=O)c1,11%
CCN(CC)S(=O)(=O)c1ccc(N(C)C)c(NC(=O)C2CCCC2)c1,34%[activator]
COc1ccc(NC(=O)C2C3C=CC(C3)C2C(=O)O)cc1 (stereo not given),17%
O=C(N[C@H]1CCOC[C@H]1C1CCOCC1)c1ccoc1,20%
O=C(c1ccc(C(F)(F)F)cc1)N1CCCC2(CC(c3ccccc3)=NO2)C1 (stereo not given),23%[115 µM]
Cc1nnsc1-c1nnc(SCC(=O)c2ccc(F)cc2)n1C1CC1,4%
CCN(CC)C(=O)c1c(-c2ccccc2)noc1[C@H](C)O,-12%[115 µM]
CCn1c(=O)c2ccnn2c2ccc(C(=O)NCc3ccccc3)cc21,?
COCC(=O)N1CC(C(=O)N2CCCCC2)[C@H](c2ccncc2)C1 (stereo not given in full),-6%
CN(CCc1ccccc1)CC[C@@H]1CC[C@H](O)[C@@H](C(=O)N(C)Cc2ccccc2)O1,-20%[86.2 µM]
O=C(NCc1cccnc1)C1CCN(C(=O)c2ncn3c2COC(c2ccc(F)cc2)C3)CC1 (stereo not given),16%
COc1ccccc1CC(=O)Nc1cccc(C(=O)Nc2nccs2)c1,2%
CS(=O)(=O)N1CC(C(=O)Nc2ccc(N3CCOCC3)cc2)C2(CCCCC2)C1 (stereo not given),-21%
CC(C)NC(=O)[C@@H](C)C1CC[C@@]2(C)CC[C@H](NC(=O)c3cccc(F)c3)[C@@H](C)[C@@H]2[C@H]1O (stereo not given in full),4%[86.2 µM]
NNC(=O)c1ccc(Oc2cc(Cl)cc(Cl)c2)o1,-23%
CSc1ncc(C(=O)Nc2cccc(C)c2C)c(C)n1,8%
CCOc1ccc(C2c3[nH]c4ccccc4c3CCN2C(=O)CCC2CCCC2)cc1 (stereo not given),-27%
COC(=O)c1cc(NC(=O)c2cccc(N(C)C)c2)cc(C(=O)OC)c1,1%
CCOc1ccc(CNc2nc(NCc3ccc(OCC)cc3)n(S(=O)(=O)CC)n2)cc1,?

# The closing two records of the part above lead into the next.
SMILES,KDM5B inhibitor
COC(=O)c1cc(NC(=O)c2cccc(N(C)C)c2)cc(C(=O)OC)c1,1%
CCOc1ccc(CNc2nc(NCc3ccc(OCC)cc3)n(S(=O)(=O)CC)n2)cc1,?
COc1cc(C(=O)OCc2nc(N)c3ccccc3n2)ccc1C,-5%
CCn1c(=O)c2sccc2n2c(CCC(=O)N3CCN(c4ccc(C(C)=O)cc4)CC3)nnc12,-14%
C=C(C)Cn1c(SCC(=O)N/N=C/c2ccccc2OCC(=O)O)nnc1-c1ccc(Br)cc1,-12%
Cn1ncc2c(C(=O)N3CCOCC3)cc(-c3cc(Cl)cc(Cl)c3)nc21,-10%[115 µM]
CNC(=O)[C@@H](CC(C)C)N1CCC[C@H]1C(=O)N1CCN(C)CC1,?
CCC(C(=O)NCc1ccccc1)n1nc(C)c2sc3ccccc3c2c1=O (stereo not given),-27%
O=C(CSc1oc(-c2ccco2)nc1S(=O)(=O)c1ccc(Cl)cc1)Nc1ccc(F)cc1,?
O=C(NCc1ccccc1)c1cccc(-c2cnc3ccccc3c2)c1,-24%
O=c1[nH]c(C2CCCN([S+](=O)([O-])c3cccc(C(F)(F)F)c3)C2)nn1-c1ccccc1 (stereo not given),-11%
COc1ccccc1C(=O)N1c2ccccc2C(C)(c2ccc(Cl)cc2)CC1(C)C (stereo not given),-38%
COc1cccc(CN(C)C(=O)CCc2ncc(-c3ccc(F)cc3)o2)c1OC,8%
COc1ccc(-c2nc3sc(CCNC(=O)C(=O)Nc4cc(C)cc(C)c4)c(C)n3n2)cc1,6%
CCN1C(=O)CCN(S(C)(=O)=O)CC12CCOCC2,12%
CS(=O)(=O)c1ccc(CN2CCC[C@H]2c2nc(-c3ccnc(N4CCC(C(N)=O)CC4)c3)no2)cc1,28µM*
O=C(Cc1cccc(Cl)c1)N1CCC2(CC1)N(c1ccccc1)C(=O)CS2(=O)=O,11%
COCC(=O)NC1CCC12CCN(S(=O)(=O)c1cccc(OC)c1)CC2 (stereo not given),-7%
Cc1cccc(C(=O)NC(Nc2ccc(I)cc2)C(Cl)(Cl)Cl)c1 (stereo not given),-26%
CCOC(=O)CC1(NC(=O)N2CCc3c(nc(-c4ccccc4)[nH]c3=O)C2)CCCCC1,-3%
CCn1c(=O)sc2cc(NC(=O)c3cccc(OC)c3)ccc21,1%
COC(=O)c1sccc1NC(=O)c1ccccc1F,?
CNC(=O)[C@@H]1CN(C(=O)c2cccc(OC)c2)C[C@H]1COC,2%
CCc1ccccc1NC(=O)C1CCCN(C(=O)c2cnn(-c3ccccc3)c2-n2cccc2)C1 (stereo not given),-13%
CC(C)Oc1ccc(CNC(=O)c2ccc3c(c2)N(Cc2ccc(F)cc2)CCS3)cc1,?
COc1ccc2c(Sc3ccccc3)c(C(=O)NCCc3ccc(Cl)cc3)[nH]c2c1,-10%

# Quoted at random: 6 entries already listed
SMILES,KDM5B inhibitor
CS(=O)(=O)c1ccc(CN2CCC[C@H]2c2nc(-c3ccnc(N4CCC(C(N)=O)CC4)c3)no2)cc1,28µM*
NC(=O)C1CCN(CC2(O)CCCN(CCCc3ccccc3)C2=O)CC1 (stereo not given),-9%
CCC(C(=O)NCc1ccccc1)n1nc(C)c2sc3ccccc3c2c1=O (stereo not given),-27%
COc1ccc(-c2nc3sc(CCNC(=O)C(=O)Nc4cc(C)cc(C)c4)c(C)n3n2)cc1,6%
CCn1c(=O)sc2cc(NC(=O)c3cccc(OC)c3)ccc21,1%
CC(=O)NC1CCN(Cc2cn(-c3ccccc3F)nc2-c2cc(C)sc2C)C1 (stereo not given),-19%

# The listing continues.
SMILES,KDM5B inhibitor
COc1ccc2[nH]c(C(=O)N3CCN4CCS(=O)(=O)N(C5CC5)C(=O)C4C3)cc2c1 (stereo not given),25µM*
Cc1nc(C)c(C(=O)N2CC(Oc3ccccc3-c3nc(C4CC4)no3)C2)s1,?
CN(Cc1ccc(OC(F)F)cc1)C(=O)Cn1nc(C(=O)O)c2ccccc2c1=O,1%
CC1CCN(C(=O)CSc2nc3ccccc3nc2Cc2ccccc2)CC1,-29%
COc1ccc(OC)c(CNC(=O)Cn2nc(C)c3nn(-c4ccc(Cl)cc4)c(C)c3c2=O)c1,1%
Cc1sc2ccn(Cc3ccc(F)cc3)c(=O)c2c1C(=O)NCCCN1CCOCC1,-11%
CC(=O)c1c(C)nn(CCC(=O)N[C@H]2CCOC[C@H]2C2CCOCC2)c1C,33%[activator]
Cc1ccc2c(CSc3nncn3C)cc(=O)oc2c1C,10%
COc1cccc(N2C(=O)NC(=NC3CCCC3)C23CCCN(C(=O)c2ccc(C)cc2)C3)c1 (stereo not given),26%[115 µM]
CCCN1C2=C(C(=O)CC(C)(C)C2)C(c2cccc(O)c2)C2=C1CC(C)(C)CC2=O,?
O=C(COc1ccccc1)N1CCC(Cc2nc(-c3ccncc3)n[nH]2)CC1,-23%
CCn1cc(C(=O)NCCCOC(C)C)c(=O)c2cc(S(=O)(=O)N3CCc4ccccc4C3)ccc21,?
Cc1sc2ccn(Cc3ccc(F)cc3)c(=O)c2c1C(=O)NCc1cccs1,-3%
CC(=O)Nc1ccc(CN2CCCC23Cc2ccccc2CN(C(=O)C(C)C)C3)cc1 (stereo not given),-29%[115 µM]
CN1C[C@@H](NC(=O)Nc2ccccc2)C[C@H]1c1nc(-c2cnccn2)no1,-11%[86.2 µM]
COc1ccc(-c2cc(C(=O)NCc3ccnc(N)c3)c3c(c2)ncn3C)cc1,40µM*
COc1cccc(CNC(=O)CSc2nc3ccccc3nc2Cc2ccc(C)cc2)c1OC,?
O=C(CSc1nc2ncccc2[nH]1)NC1CCCCC1,-14%
Cc1ccc(NC(=O)N2CCC(CN3CCCCC3)CC2)c(Cl)c1,-6%
CN(CCc1ccccn1)c1ncccc1CNC(=O)C1CCc2ccccc21 (stereo not given),-21%
COc1ccc(-c2csc(Nc3cc(C)ccn3)n2)cc1C,2%
CC(Nc1ccc(N2CCCC2=O)cc1)c1nc(C(C)(C)C)no1 (stereo not given),28%
CCOc1cc(=O)n2c(c1C(=O)Nc1cccc(C(=O)OC)c1)CCCC2,4%
CC1CCc2sc(C(=O)N/N=C3/CCCCc4ccccc43)cc2C1 (stereo not given),14%
Cc1ccc(Cc2c(C)nn(-c3nc(C)c(C(=O)N4CCCCC4C)s3)c2C)cc1 (stereo not given),6%
FC(F)(F)c1ccc(N/N=C/c2cccc(Br)c2)nc1,-2%
O=C(NC1CCCCC1)c1ccc(Cl)nc1,25%
O=C(Cn1cnc2c(oc3ccccc32)c1=O)Nc1ccc(F)cc1F,-5%
CCN(CC)S(=O)(=O)N(C)Cc1ccc2c(c1)OCCO2,8%
Cc1nc(C(F)(F)F)nc(N2CCN(C3CCCC3)C(CCO)C2)c1C (stereo not given),8%
COc1ccc(O[C@H]2COCCN(S(=O)(=O)c3ccc(OC)cc3)C2)cc1,-4%[86.2 µM]
O=C(NCc1c[nH]c2ncccc12)c1ccc(F)cc1,?
CSc1ccccc1NC(=O)c1cc(-c2ccc3c(c2)OCO3)on1,?
COC(=O)c1ccc2c(=O)n(CCCCCC(=O)N3CCN(c4cc(Cl)ccc4C)CC3)c(=O)[nH]c2c1,?
Cc1ccc(NC(=O)CCn2cccn2)c(C)c1,14%
O=C(NCCc1csc(-c2cccc(F)c2)n1)c1ccc(Br)o1,?
CC(C)NC(=O)c1ccc2c(=O)n(CCc3ccccc3)c(SCC#N)nc2c1,-13%
Nc1nc(Nc2cccc(F)c2)sc1C(=O)c1ccccc1Cl,-7%
COc1ccccc1CC(=O)Nc1cccn2nc(C(C)C)nc12,-36%
CCc1ccccc1NC(=O)Cn1c(=O)n(CC(=O)NCCc2ccccc2)c(=O)c2ccccc21,-8%
Cc1noc(C)c1CC(=O)NCCc1noc(-c2ccncc2)n1,4%
CCc1cccc(NC(=O)CN2C(=O)NC(c3ccccc3Cl)C3=C2COC3=O)c1 (stereo not given),18%
CCOC(=O)C(C)NC(=O)CNC(=O)c1cc(C)cc(C)c1 (stereo not given),4%
O=C(Cc1ccsc1)NCc1nnc2ccc(-c3ccc(Cl)cc3)nn12,25µM*
CCCc1ccc(OC(=O)CSc2nnc(-c3cccs3)o2)cc1,78%[activator]
CCCNC(=O)COc1nc2ccccc2nc1N1CCOCC1,-14%
CCONC(=O)C(NC(=O)c1ccc(Cl)cc1Cl)C(C)C (stereo not given),8%
COc1ccc(C2Cn3nnc(-c4nc(C(C)(C)C)no4)c3CO2)cc1 (stereo not given),-24%

# Part of the list above in order of length of the SMILES, largest number first.
SMILES,KDM5B inhibitor
CCc1ccccc1NC(=O)Cn1c(=O)n(CC(=O)NCCc2ccccc2)c(=O)c2ccccc21,-8%
CCOC(=O)C(C)NC(=O)CNC(=O)c1cc(C)cc(C)c1 (stereo not given),4%
CCCc1ccc(OC(=O)CSc2nnc(-c3cccs3)o2)cc1,78%[activator]
COc1ccccc1CC(=O)Nc1cccn2nc(C(C)C)nc12,-36%

# Next part
SMILES,KDM5B inhibitor
CCOCCCN1CC(=O)N2[C@@H](Cc3c([nH]c4ccccc34)C2(C)C)C1=O,7%
Cc1oc(C(O)c2ccccc2)nc1C(=O)Nc1ccncc1 (stereo not given),10%[86.2 µM]
COc1ccc(-c2cc(C(=O)NCC(C)C)c3c(C4CCCN4)noc3n2)cc1 (stereo not given),?
CCCc1ccc(S(=O)(=O)N2CCN(C3(CC)CCN(C(=O)NC)C3)CC2)cc1 (stereo not given),-29%
COc1ccc(-c2cc(N3CCN(C(=O)c4ccccc4C)CC3)n[nH]2)cc1,-8%
CCCc1noc(Cn2cnc3ccc(Br)cc3c2=O)n1,-15%
CN1CCN(c2nc3c(s2)CN(C(=O)c2ccccn2)CC3)CC1,?
Cc1c(O)ccc(/C=N/Nc2nc(-c3cccnc3)nc3ccccc23)c1O,?

# An excerpt. The share of hits here may be higher or lower than overall.
